NCI-60 one-dose screen, 48 h, at 10 µM unless noted. Numbers give growth in % (100 = growth as untreated, 0 = no growth, -100 = all killed).
SF-295 = SF-295 CNS cancer cells; 79,000 compounds, 5.6% hits; AID 1794758
U251 = U251 CNS tumor cells. 80,000 compounds, 5.4% hits. AID 1794753
TK-10 = TK-10 renal cancer cells. AID 1794769. 81,000 compounds, 3.9% hits
SN12C = SN12C renal cancer cells; 81,000 compounds, 3.8% hits
786-0 = 786-0 renal cancer cells. 81,000 compounds, 5.1% hits. AID 1794775
UO-31 = UO-31 renal cancer. 81,000 compounds, 5.2% hits
SF-539 = SF-539 CNS cancer; 81,000 compounds, 6.8% hits
PC-3 = PC-3 prostate cancer cells. 80,000 compounds, 3.9% hits
DU-145 = DU-145 prostate cancer; 81,000 compounds, 4.2% hits; AID 1794760
An asterisk follows results filed as active; · = no result given; & = joins results of further samples. How the source made its calls: active means growth percent below 10; inactive means the rest.

SMILES	SF-295	U251	TK-10	SN12C	786-0	UO-31	SF-539	PC-3	DU-145
N#Cc1cc(-c2cc3ccccc3o2)oc1N	-28*	3.6*	12	8.7*	12	·	-45*	-24*	·
Cc1ccc(C(Cc2ccccc2)NCC(C)O)cc1 (stereo not drawn)	95	97	82	103	83	81	99	77	115
S=C(NC1CCCCC1)NN1CCCCCC1	·	105	106	98	93	85	98	94	109
Nc1cc2c(O)cc(S(=O)(=O)O)cc2cc1S(=O)(=O)O	83&101	98&101	105&107	90&93	99&98	87&75	90&83	119&85	103&116
N#Cc1cnc2n(c1=N)CCCCC2	104	105	125	103	127	87	·	86	123
CCCCCCC1=C(P(=O)(O)O)N[C@H](C(=O)O)CS1	96	102	100	94	94	76	93	95	114
Nc1nc(=O)[nH]c2ccc(Sc3ccc(Cl)cc3)cc12	100	98	113	104	104	97	100	90	109
CC(=O)N/C(=C1/OC(C(O)C(O)C(O)CO)CN1C)[P+](c1ccccc1)(c1ccccc1)c1ccccc1 (stereo not drawn)	100	98	104	96	102	79	98	98	105
CCN1CCCC(=O)C1	116	95	108	91	93	95	93	103	120
Cc1ccc2nc(-c3ccc(-c4nnc(SCC(=O)Nc5ccc(C(=O)/C=C/c6ccc(Cl)cc6)cc5)o4)cc3)[nH]c2c1	100	102	110	94	106	85	97	99	121
CCOC(=O)CCC(NC(=O)CCCCSc1ncnc2nc[nH]c12)C(=O)OCC (stereo not drawn)	101	103	·	95	97	78	98	100	112
CN(C)C(=O)Oc1cccc([N+](C)(C)C)c1	97	98	125	98	116	99	106	98	113
O=S(=O)(NCCNc1nccc(-n2cnc3ccccc32)n1)c1ccccc1	97	103	104	85	103	77	96	94	109
CC[C@]12C=CCN3CC[C@@]4(c5cc(NC(=O)COc6cc(O)c7c(=O)cc(-c8ccccc8)oc7c6)c(OC)cc5N(C)[C@H]4[C@@](O)(C(=O)OC)[C@@H]1OC(C)=O)[C@@H]32	-85*	-88*	-46*	-75*	-60*	-85*	-77*	-89*	-34*
COc1ccc2c(c1)CC/C(=C\c1cnccc1OC)C2=O	92	96	87	·	91	95	107	91	105

Continued:
SMILES	SF-295	U251	TK-10	SN12C	786-0	UO-31	SF-539	PC-3	DU-145
Cc1ccc(C(=O)NCCNc2nccc(-n3ccc4cccnc43)n2)cc1	106	104	113	105	99	98	104	102	107
COc1cc(OC)c(/C=N/NC(=S)NC23CC4CC(CC(C4)C2)C3)c(OC)c1	93	86	107	82	103	77	109	81	108
Cc1ccc(C[P+](c2ccccc2)(c2ccccc2)c2ccccc2)cc1	2.3*	7.5*	31	4.8*	26	88	16	4.2*	7.4*
O=c1c2ccccc2nnn1-c1ccccc1[N+](=O)[O-]	99	97	82	88	99	90	90	83	86
COc1ccc(CCC2CCCC2(C)C2CC2)cc1 (stereo not drawn)	90	97	103	106	102	73	103	98	108
NC(=O)CN1C(=O)C2C3CCC(C3)C2C1=O (stereo not drawn)	90	105	103	98	100	92	98	106	104
C[n+]1c(/C=C/c2ccccc2)ccc2ccccc21	98	60	90	69	107	65	109	58	113
O=[N+]([O-])c1ccc(/C=N\Nc2ccccc2)cc1	55	72	111	87	87	66	107	69	97
C#Cc1cccc(Nc2ncnc3ccc(-c4cnc(N)nc4)cc23)c1	26	55	-9.7*	7.3*	36	-5.1*	32	27	19
C/C=C(\C)C(C(=O)NC1CCCCC1)N(C(=O)C1CCc2cc(F)ccc2O1)c1ccc(F)cc1 (stereo not drawn)	99	99	94	102	103	97	96	92	112
CCCCSc1nnc(-c2ccc(-c3ccc(Cl)cc3)nc2C)o1	97	104	109	98	97	93	98	92	98
O=C(O)c1ccccc1OP(=O)(O)O	93	108	101	101	93	90	99	104	122
Oc1c(C(Nc2ccccc2)c2ccccc2)ccc2cccnc12 (stereo not drawn)	6.3*	26	49	55	39	37	27	29	58
COc1ccc(S(=O)(=O)NC2C(O)C3(C)c4ccccc4C2(C)c2ccccc23)cc1OC (stereo not drawn)	95	107	112	99	106	77	116	84	105
C/C(=N\N=C1\SCC(=O)N1c1ccc(Cl)cc1)c1cc2ccccc2oc1=O	102	105	111	100	101	91	96	100	111

(more compounds)
SMILES	SF-295	U251	TK-10	SN12C	786-0	UO-31	SF-539	PC-3	DU-145
O=C(CCCN1CCN(c2ccccn2)CC1)c1ccc(F)cc1	116&96	112&99	126&102	104&106	96&101	90&76	101&97	99&93	117&113
Nc1nonc1-c1nc2ccc(F)cc2[nH]1	105	102	104	104	96	82	95	93	116
CC(O)CCc1ccco1 (stereo not drawn)	94	100	100	92	106	92	83	100	112
O=c1cc(Cn2cnc3c(NCc4ccco4)ncnc32)c2cc(Cl)ccc2o1	99	106	132	102	96	65	100	85	104
COc1ccc(C(=O)COc2ccc3c(c2)O/C(=C\c2cc(OC)c(OC)c(OC)c2)C3=O)cc1	126	79	145	99	94	83	116	104	95
Cc1nc(C)c(Br)s1	·	101	120	95	98	74	91	90	111
CC(=O)c1cccc(O)c1	101	97	90	107	96	91	98	106	105
O=C1/C(=C/c2ccc(C(F)(F)F)cc2)COc2ccc(O)cc21	99	52	99	69	80	45	87	70	99
COC(=O)c1ccc(Cn2cc(CSc3nc4ccccc4s3)nn2)cc1	91	93	96	89	96	90	98	91	106
CN(C)CCCN1c2ccccc2S(=O)c2ccc(C(F)(F)F)cc21 (stereo not drawn)	99	97	100	95	99	94	101	101	107
CN1C(=O)C(C2=NN(c3ccc(Cl)cc3)C(c3ccc4c(c3)OCO4)C2)C(=O)N(C)C1=O (stereo not drawn)	108	97	137	102	106	100	113	107	104
c1ccc(CP(Cc2ccccc2)c2ccccc2)cc1	82	94	99	100	93	74	110	86	113
COc1ccc(Cn2cc(C(=O)N=Nc3c(O)[nH]c4c(Cl)cccc34)nn2)cc1	109	102	106	96	106	93	108	97	105
Cc1ccc(NCc2c(O)ccc3ccccc23)cc1	94	96	118	97	98	70	102	79	105
COc1cc(-c2nc(SCCNS(=O)(=O)c3ccc(C)cc3)[nH]c(=O)c2C#N)cc(OC)c1OC	99	93	99	99	98	86	99	94	97

New compounds follow
SMILES	SF-295	U251	TK-10	SN12C	786-0	UO-31	SF-539	PC-3	DU-145
O=C(O)CN1C(=O)C2C3CCC(C3)C2C1=O (stereo not drawn)	142	105	100	105	101	90	95	103	109
NC(=O)C1CCC(=O)N1 (stereo not drawn)	113	110	111	103	111	88	100	87	128
CC1=NN(c2cccc(Cl)c2)C(=O)/C1=C\c1cn(C[C@H](O)Cn2c3ccccc3c(=O)c3ccccc32)c2ccccc12	78	62	84	86	80	73	93	81	87
CCN(CC)CCNc1ncnc2c1[nH]c1ccc(Cl)cc12	·	86	104	80	93	91	90	83	100
CN1CC(c2ccc(Cl)cc2)C(C(=O)c2ccc(Br)cc2)C12C(=O)Nc1ccccc12 (stereo not drawn)	88	82	97	81	88	56	101	56	99
O=[N+]([O-])c1ccc(-c2csc(COc3ccccc3)n2)cc1	86	92	90	105	92	94	99	90	112
O=C(O)c1ccccc1C(=O)OCC1CCC(=NO)CC1 (stereo not drawn)	110&104	99	101&118	96&96	95&99	90&88	100&106	95&98	114&130
Cc1ccc2c(c1)-c1cc(C)nn1-c1ccc(C#N)cc1O2	67	47	84	·	86	47	69	66	99
Cc1ccc(-c2cc(-c3cc4ccccc4oc3=O)on2)cc1	108	97	166	95	109	·	86	87	106
CC1=CC(O)(c2ccccn2)P(=O)(c2ccccc2)C=C1C (stereo not drawn)	94	·	112	106	109	86	114	99	120
Cc1cccc(Nc2nc(-c3cccs3)cs2)n1	80	73	137	84	90	48	93	64	95
CCCn1c(-c2cccc(OCCCCl)c2)nc2c1c(=O)n(C)c(=O)n2C	85	94	92	86	93	59	102	75	96
Cn1c(N2NC(=O)C(N=Nc3ccc(S(N)(=O)=O)cc3)C2=O)nc(-c2ccccc2)c(C#N)c1=O (stereo not drawn)	111	99	124	88	100	88	102	97	115
Cc1cc(O)c(C(C)C)cc1S(=O)(=O)O	94&129&105	101&108&109	100&98&100	110&93&106	104&111	89&99	115&101&91	102&84&96	113&117&115
O=[N+]([O-])c1cnn(S(=O)(=O)c2ccccc2)c1	104	97	108	102	96	87	101	96	105

(further entries)
SMILES	SF-295	U251	TK-10	SN12C	786-0	UO-31	SF-539	PC-3	DU-145
COc1ccc(-c2nnc(SC/C(=N/O)c3ccccc3)n2-c2ccccc2)cc1	90	99	113	98	93	87	107	86	119
COc1ccc2oc(=O)cc(Cc3cn4ccc(C)cc4nc3=O)c2c1	96	107	101	104	93	91	88	106	112
C=CCCCOC(=O)c1nn(C(C)=O)c2ccccc12	93	95	107	91	99	95	98	102	103
CC(=O)C1=C(C)C2CC3(C)CC(C2(C)C1)C3(C)C (stereo not drawn)	102	100	99	100	105	84	113	97	·
CCCCC(CC)COS(=O)(=O)O (stereo not drawn)	·	101	104	106	107	84	102	92	102
CN1CCN(C(=O)c2ccc(-c3nc4ccc5[nH]ncc5c4c4c3CCCC4)cc2)CC1	85	77	61	81	64	42	79	71	65
CCOC(=O)C1=C(NCc2ccccc2)S(=O)c2cc(OC)ccc21 (stereo not drawn)	102	97	114	94	97	74	94	93	107
O=C(Nc1ccc(Cl)cc1)c1ccccc1CC(O)(c1ccccc1)c1ccccc1	78	82	99	74	73	76	102	62	87
COc1ccccc1C(=O)Nc1c(C)cccc1Cl	103	102	134	110	95	73	98	96	105
COc1ccccc1NCc1ccc(CO)n1Cc1ccccc1	98	99	105	98	105	66	95	79	114
CCCCC/C(=C(\C#N)C(=O)OCC)c1ccccc1	101	102	·	106	103	87	106	99	112
CC(C)(C)c1ccc(O)c(CNCCO)c1	105	105	98	104	100	96	103	82	110
CN(C)C(=O)c1ccc(N=Nc2c(O)c3ccccc3[nH]c2=O)cc1	115	94	91	97	99	59	102	89	99
CNC(=O)c1cc(-n2ccc3cc(NC(=O)c4cc(C(F)(F)F)cc(C(F)(F)F)c4)ccc32)ccn1	94	106	106	88	102	101	102	83	99
O=C(O)c1cn(C2CC2)c2cc(N3CCN(C(=O)C[n+]4cccc5ccccc54)CC3)c(F)cc2c1=O	107	64	100	33	49	67	69	77	92

Compound profiles (already shown):
O=[N+]([O-])c1ccc(-c2csc(COc3ccccc3)n2)cc1 in the list: SF-295: 86; U251: 92; TK-10: 90; SN12C: 105; 786-0: 92; UO-31: 94; SF-539: 99; PC-3: 90; DU-145: 112
Cc1nc(C)c(Br)s1 in the list: SF-295: ·; U251: 101; TK-10: 120; SN12C: 95; 786-0: 98; UO-31: 74; SF-539: 91; PC-3: 90; DU-145: 111

Five compounds picked at random from the list so far:
SMILES	SF-295	U251	TK-10	SN12C	786-0	UO-31	SF-539	PC-3	DU-145
COc1ccccc1C(=O)Nc1c(C)cccc1Cl	103	102	134	110	95	73	98	96	105
CCOC(=O)C1=C(NCc2ccccc2)S(=O)c2cc(OC)ccc21 (stereo not drawn)	102	97	114	94	97	74	94	93	107
CCCCC(CC)COS(=O)(=O)O (stereo not drawn)	·	101	104	106	107	84	102	92	102
C=CCCCOC(=O)c1nn(C(C)=O)c2ccccc12	93	95	107	91	99	95	98	102	103
CNC(=O)c1cc(-n2ccc3cc(NC(=O)c4cc(C(F)(F)F)cc(C(F)(F)F)c4)ccc32)ccn1	94	106	106	88	102	101	102	83	99

Next records follow.
SMILES	SF-295	U251	TK-10	SN12C	786-0	UO-31	SF-539	PC-3	DU-145
O=C1Nc2ccccc2/C1=C/C(=O)c1ccc(-n2ccnc2)cc1	102	91	117	95	95	63	98	94	107
Cn1cc(-c2ccc3cc(-c4ccc(CC(=O)Nc5cc(C(C)(C)C)on5)cc4)cnc3c2)cn1	30	2.4*	44	17	-93*	9.5*	20	21	22
COc1ccc(-c2cn(-c3cccc(C(=O)/C=C/c4cc(OC)c(OC)c(OC)c4)c3)c(=O)[nH]2)cc1	26	-52*	61	9.8*	-89*	-34*	-89*	21	1.5*
COc1ccccc1NC(=O)/C=C\C(=O)O	103	99	101	103	107	84	110	92	111
CCOC(=O)c1c(C)oc2ncnc(N3CCN(CC(=O)Nc4ccc(Cl)cc4)CC3)c12	94	94	109	101	103	74	102	94	110
O=C(Nc1ccccc1)c1nc(=O)[nH]c2ccccc12	103	100	160	101	100	88	95	98	103
COc1ccc(-c2ccnc(SCc3cc4cc(OC)ccc4[nH]c3=O)n2)cc1	17	23	37	15	44	21	21	24	44
O=C(O)COC(=S)SCC(=O)O	·	98	124	102	101	102	94	94	123
COc1cc(OC)cc(-c2ccc(C(=N)N)nc2)c1	99	100	132	94	101	74	98	80	107
COc1ccc(CCNC=O)cc1OC	103	110	·	97	99	82	91	100	102
COc1ccc(/C=N/NC(=O)c2cnn3c2N(C(C)=O)C(c2ccccc2)C3)cc1OC1CCCC1 (stereo not drawn)	93	98	103	98	94	79	95	84	98
CCOC(=O)CN(CC)CC(=O)OCC	97	102	124	101	102	100	108	95	116
O=c1[nH]c2ccccc2cc1CSc1nccc(-c2ccc(-c3ccccc3)cc2)n1	94	101	102	101	97	94	103	96	100
Cc1ccc(S(=O)(=O)NC(=O)Nc2nccs2)cc1	444	112	103	103	107	96	97	99	127
S=c1ccnc[nH]1	115	102	127	97	90	83	100	100	116
Nc1ccc(S(=O)(=O)O)c2cccc(O)c12	106&99	112&100	117&106	96&93	106&98	61&67	97&91	92&91	126&123
COc1cc2c(cc1OC)C(C1CC1)N(S(N)(=O)=O)CC2 (stereo not drawn)	99	108	95	93	89	91	104	102	116
